Assay outcomes from PubChem BioAssay.
MEKK2wt PB1 HTS: raises or lowers MEK5 binding to wildtype human MEKK2 PB1 domain; Q9Y2U5; bead flow cytometry, Alexa488-MEK5 binding to MEKK2 WT; actives lie on both sides; binding response (% of control), % at 10 µM; hit rate 1.1% among 290,000; in the data active = binding response below about 67% or above about 130%
PfM18AAP inh: blocks P. falciparum M18 aspartyl aminopeptidase | hit rate 1.2% among 290,000 | inhibition, % at 7.35 µM | AID 1822 | recombinant PfM18AAP, H-Glu-NHMec fluorogenic cleavage;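 active = inhibition above the campaign mean inhibition over all tested compounds plus 3 SD, cut at about 28% in these data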;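 note: 0% = plate median of test compound wells and 100% = 2 mM ZnCl2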
MEKK2 mut-MEK5: signal of MEK5 binding to mutant human MEKK2 PB1 domain; bead flow cytometry, Alexa488-MEK5 binding to MEKK2 mutant; percent response, % at 10 µM; hit rate 0.35% among 290,000; AID 1530; in the data active = percent response above about 24%, passing the limit was not always enough; note: inactives centre near 1; some results filed as inactive read as strong as hits
GalR3 antagonist: human GalR3 antagonism; O60755; HEK293 GalR3-CNG cAMP membrane potential fluorescence; galR3 body fused to GalR1 C-terminus; inhibition, % at 3 µM; hit rate 0.44% among 360,000;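 active = inhibition above the screen-wide average plus 3 SD, cut at about 13% in these data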;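 note: forskolin and galanin both at EC90 stimulate the cells; cAMP rise reported by CNG channel membrane potential dye signal; 0% = forskolin plus galanin with DMSO and 100% = forskolin alone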
Target sequence (O60755 1-299 limits assumed): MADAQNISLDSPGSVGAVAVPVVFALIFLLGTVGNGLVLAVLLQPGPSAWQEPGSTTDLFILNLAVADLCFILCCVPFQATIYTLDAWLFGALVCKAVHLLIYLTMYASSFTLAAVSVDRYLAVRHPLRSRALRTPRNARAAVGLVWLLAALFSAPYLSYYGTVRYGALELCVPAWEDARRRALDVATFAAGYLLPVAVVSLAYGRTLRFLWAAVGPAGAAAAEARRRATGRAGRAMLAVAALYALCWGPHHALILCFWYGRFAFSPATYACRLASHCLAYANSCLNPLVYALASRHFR
OXTR ag: agonists of human oxytocin receptor | P30559 | CHO-OTR cells, Fluo-8 calcium fluorescence; normalized: DMSO 0%, oxytocin 100% | activation, % at 3 µM | hit rate 0.32% among 320,000 | AID 2435;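 active = activation above the mean of all tested compounds plus 3 SD, cutoff set per screening run, cut at about 20% in these data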;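 note: peak over basal fluorescence ratio from a 100 s FLIPR kinetic read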
NALP1 yeast inh: blocks the NALP1 inflammasome reconstituted in yeast; S. cerevisiae NALP1/ASC/caspase-1 growth, X-gal OD620, 72 h; inhibition, % at 10 µM; hit rate 0.61% among 280,000; AID 2071; in the data active = inhibition mostly above about 24%, no sharp cut-off; inactive = mostly below about 32%; note: some compounds called inactive have numbers as strong as hits
GPR7 antagonist: human neuropeptides B/W receptor 1 antagonism. P48145. GPR7-expressing cells, fluorescence antagonist assay. inhibition, % at 4.4 µM. hit rate 1.1% among 290,000; in the data active = inhibition above about 16%, passing the limit was not always enough;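 note: cells stimulated with the agonist NPW; 0% = agonist with vehicle and 100% = vehicle without agonist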
Target sequence (P48145 whole entry, looked up): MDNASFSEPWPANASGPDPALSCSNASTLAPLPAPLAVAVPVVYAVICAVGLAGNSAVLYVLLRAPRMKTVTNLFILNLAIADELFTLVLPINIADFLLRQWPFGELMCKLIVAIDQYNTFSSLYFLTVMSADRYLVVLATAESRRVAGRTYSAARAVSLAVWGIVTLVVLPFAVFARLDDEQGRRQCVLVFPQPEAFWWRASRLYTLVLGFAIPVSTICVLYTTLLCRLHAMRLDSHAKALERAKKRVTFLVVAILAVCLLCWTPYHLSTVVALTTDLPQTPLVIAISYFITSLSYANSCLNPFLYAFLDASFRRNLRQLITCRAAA
OXTR potentiate: human OXTR potentiation; P30559; CHO-OTR cells, Fluo-8 calcium fluorescence, potentiator mode; 0% = oxytocin EC15, 100% = EC100; activation, % at 3 µM; hit rate 0.061% among 320,000; AID 2445;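 active = activation above that plate's cutoff, the mean activation of tested compounds plus 3 SD, cut at about 6.6% in these data, passing the limit was not always enough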;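 note: 100% uses oxytocin at 75 nM as the full agonist control; some results filed as inactive read as strong as hits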
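Material: human OTR in CHO cells. Compound: 3.0 µM, one dose. Timing: compound 6 min at room temperature before oxytocin, 100 s read. Evaluation: % activation of max/min ratio relative to oxytocin controls. Replication: single well per compound, singlicate. Signal: Fluo-8 calcium dye fluorescence.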
V1R ag counter: counter-screen for oxytocin receptor agonists: human V1a receptor agonists; CHO-V1R cells, Fluo-8 calcium fluorescence, agonist mode; 0% DMSO, 100% 3 nM vasopressin; P37288; hit rate 0.25% among 320,000; activation, % at 3 µM;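 active = activation above the mean activation of all tested compounds plus 3 SD, per screening run, cut at about 20% in these data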;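 note: signal is peak over basal fluorescence ratio across a 100 second FLIPR read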
Target sequence (P37288 whole entry, looked up): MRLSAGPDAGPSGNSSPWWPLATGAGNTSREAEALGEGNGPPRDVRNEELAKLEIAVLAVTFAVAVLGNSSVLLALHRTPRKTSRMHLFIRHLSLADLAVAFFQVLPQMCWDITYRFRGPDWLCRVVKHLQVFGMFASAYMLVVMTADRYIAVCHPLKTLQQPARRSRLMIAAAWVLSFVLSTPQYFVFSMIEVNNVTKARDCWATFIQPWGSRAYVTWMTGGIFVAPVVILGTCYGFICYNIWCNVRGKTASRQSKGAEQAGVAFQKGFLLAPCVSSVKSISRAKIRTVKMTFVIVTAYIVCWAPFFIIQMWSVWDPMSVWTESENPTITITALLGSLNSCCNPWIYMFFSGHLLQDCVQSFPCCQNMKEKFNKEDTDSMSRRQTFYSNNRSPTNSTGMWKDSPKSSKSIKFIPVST
Active calls of the source: *; . = no result given.

(1) Cc1cc(C)c(C2=CSC3=NS(=O)(=O)CCN23)c(C)c1
(2) COc1cccc(NC(=O)CS(=O)(=O)Cc2nc(-c3ccc(C)cc3)oc2C)c1
(3) CCOc1ccc(CN2CCN(C3CCC3)CC2CCO)cc1 (configuration not stated)
(4) c1csc(Cc2nc3ccccc3[nH]2)c1
(5) c1ccc(CN2CCC3(CC2)Nc2ccccc2CO3)cc1
(6) CCN(C(=O)CSc1cc(C)c2ccccc2n1)c1c(N)n(Cc2ccccc2)c(=O)[nH]c1=O

Assay by compound	1	2	3	4	5	6
MEKK2 mut-MEK5	0	-4	3	0	10	0
GPR7 antagonist	0	3	-13	-6	-2	-16
V1R ag counter	0.6	5.2	-0.1	0.0	-0.2	-1.0
PfM18AAP inh	-4	2	-1	1	10	2
OXTR potentiate	-6	-6	-17	-1	-8	-4
NALP1 yeast inh	20	7	16	27	28	9
MEKK2wt PB1 HTS	103	97	103	96	105	97
OXTR ag	1.6	0.2	-1.0	0.1	0.5	-0.5
GalR3 antagonist	2	-7	-2	-10	-5	-7

(7) CCc1nnc(NC(=O)CSc2nnc(C)n2CC2CCCO2)s1 (configuration not stated)
(8) CCOC(=O)Cn1c(=O)c(-c2ccccc2NCc2ccccc2)nc2ccccc21
(9) Cc1cc(N/N=C/c2ccc(Cl)cc2)nc(NCc2ccccc2)n1
(10) O=C(O)c1ccccc1C(=O)Nc1ccc(-c2csc(-c3ccccc3)n2)cc1
(11) Cc1ccc(CCNC(=O)C2CCCN(S(=O)(=O)c3cccs3)C2)cc1 (configuration not stated)
(12) O=C(COC(=O)c1ccc2c(c1)C(=O)N(Cc1ccncc1)C2=O)Nc1cccc2ccccc12

Assay by compound	7	8	9	10	11	12
MEKK2 mut-MEK5	0	0	54*	2	0	2
GPR7 antagonist	0	-18	3	9	5	-8
V1R ag counter	0.1	-1.1	-0.2	-0.8	0.3	3.7
PfM18AAP inh	7	-5	1	-12	-3	14
OXTR potentiate	-3	-10	-12	-6	0	-2
NALP1 yeast inh	8	.	47	37	3	9
MEKK2wt PB1 HTS	102	97	186*	102	97	104
OXTR ag	1.7	-1.1	-1.6	-0.4	0.7	5.2
GalR3 antagonist	-3	0	-5	-2	0	3

(13) CNc1cc(C)c(C#N)c2nc3ccccc3n12
(14) Cc1ccc(C(C)C)c(OCC(=O)OCc2c(C)noc2C)c1
(15) CCCNC(=O)c1onc(CSc2ccc(Cl)cc2)c1C(=O)NCC1CC1
(16) COc1ccc2oc(C(=O)NCCN3CCOCC3)c(C)c2c1OC
(17) Cc1nc2ccccc2c(=O)n1NC(=O)Nc1ccccc1
(18) CC(/C=N/n1c(-c2cccnc2)n[nH]c1=S)=C\c1ccco1

Assay by compound	13	14	15	16	17	18
MEKK2 mut-MEK5	22	7	.	8	3	-14
GPR7 antagonist	-9	-3	.	-9	2	-10
V1R ag counter	0.8	0.6	-0.1	-1.0	-0.8	0.2
PfM18AAP inh	10	-4	.	-1	-5	12
OXTR potentiate	-9	-6	-2	-5	-8	-2
NALP1 yeast inh	12	22	.	19	15	.
MEKK2wt PB1 HTS	104	113	.	110	102	90
OXTR ag	-0.1	-1.8	-1.5	0.0	-0.9	-0.4
GalR3 antagonist	-1	-4	-5	-1	-3	-2

(19) CCOC(=O)c1sc2nc(C3CC3)cc(-c3ccc(F)cc3)c2c1N
(20) COc1ccc(NC(=O)N(C)C[C@H]2Oc3c(NS(=O)(=O)c4cccs4)cccc3C(=O)N([C@H](C)CO)C[C@@H]2C)cc1
(21) CC(=O)C(C)Oc1ccc2c3c(c(=O)oc2c1)CCCCC3 (configuration not stated)
(22) COCCCn1c(SCC(=O)Nc2nc3ccccc3s2)nnc1-c1ccoc1C
(23) Cc1cccc(N(CC(=O)Nc2ccccc2F)S(C)(=O)=O)c1
(24) O=C(CSc1nnc(-c2cccc(F)c2)o1)N1CCCC1

Assay by compound	19	20	21	22	23	24
MEKK2 mut-MEK5	1	.	0	-3	10	1
GPR7 antagonist	-6	.	-14	-15	27*	0
V1R ag counter	-0.9	1.6	2.3	1.5	0.0	0.4
PfM18AAP inh	0	.	-3	1	12	-1
OXTR potentiate	-9	0	-7	-5	-2	-14
NALP1 yeast inh	-7	.	-4	-86	-3	26
MEKK2wt PB1 HTS	100	.	102	92	104	102
OXTR ag	-1.2	1.3	1.3	-0.7	0.3	0.6
GalR3 antagonist	-1	-3	-2	-1	-2	-9

(25) CC(=O)Nc1ccc(S(=O)(=O)NCCSCc2ccc(Cl)cc2Cl)cc1
(26) Cn1nc2sc3ccccc3n2c(=O)c1=O
(27) CC1CCN(S(=O)(=O)c2cccc(C(=O)NC3CCCCC3)c2)CC1
(28) CC(C)c1ccccc1NC(=S)NCc1nc2ccccc2[nH]1
(29) COc1ccc(NS(=O)(=O)c2cccc(C(=O)NCCCn3ccnc3)c2)cc1
(30) COc1cc2c(cc1NC(=O)CSc1nnnn1-c1ccccc1)oc1ccccc12

Assay by compound	25	26	27	28	29	30
MEKK2 mut-MEK5	1	-6	10	-7	.	.
GPR7 antagonist	9	-7	-4	12	.	-4
V1R ag counter	7.7	1.1	3.2	1.3	-1.2	0.3
PfM18AAP inh	2	3	-6	-15	.	-3
OXTR potentiate	-22	-6	-7	-5	-10	5
NALP1 yeast inh	6	16	-7	-7	.	-2
MEKK2wt PB1 HTS	100	94	97	91	.	.
OXTR ag	12	-0.5	0.6	1.9	-0.2	1.5
GalR3 antagonist	-4	-2	-6	-2	-2	-1

Shown with tabs: part of the list above.
No.	SMILES	MEKK2 mut-MEK5	GPR7 antagonist	V1R ag counter	PfM18AAP inh	OXTR potentiate	NALP1 yeast inh	MEKK2wt PB1 HTS	OXTR ag	GalR3 antagonist
27	CC1CCN(S(=O)(=O)c2cccc(C(=O)NC3CCCCC3)c2)CC1	10	-4	3.2	-6	-7	-7	97	0.6	-6
28	CC(C)c1ccccc1NC(=S)NCc1nc2ccccc2[nH]1	-7	12	1.3	-15	-5	-7	91	1.9	-2
29	COc1ccc(NS(=O)(=O)c2cccc(C(=O)NCCCn3ccnc3)c2)cc1	.	.	-1.2	.	-10	.	.	-0.2	-2
30	COc1cc2c(cc1NC(=O)CSc1nnnn1-c1ccccc1)oc1ccccc12	.	-4	0.3	-3	5	-2	.	1.5	-1

(further entries)
(31) CCOC(=O)N1CCN(C(=O)CCS(=O)(=O)c2ccc(Br)s2)CC1
(32) COC(=O)c1ccc(CSc2nnc(NCc3ccccc3)s2)o1
(33) CCC(C)C(NC(=O)C1CCC(C)CC1)C(=O)NCc1ccccn1 (configuration not stated)
(34) O=C(CSc1nc2ccccc2o1)Nc1nccs1
(35) Cc1c(/C=C/C(=O)c2ccccc2O)cnn1C
(36) Cc1nc(-c2ccc(Cl)cc2)sc1C1(C)CC(c2c(Cl)cccc2Cl)=NO1 (configuration not stated)

Assay by compound	31	32	33	34	35	36
MEKK2 mut-MEK5	10	12	0	5	-4	2
GPR7 antagonist	-10	8	-4	-3	-2	.
V1R ag counter	0.1	-1.3	-0.1	0.1	5.2	1.2
PfM18AAP inh	4	-1	7	-3	-9	.
OXTR potentiate	-2	-7	-6	-4	-4	-13
NALP1 yeast inh	6	-10	-4	7	25	0
MEKK2wt PB1 HTS	103	113	102	100	97	88
OXTR ag	0.5	-2.2	-1.1	0.0	7.0	0.5
GalR3 antagonist	-6	0	-7	-3	-2	-5

(37) CC(=O)NC(Cc1ccccc1C)C(=O)NC1CCN(C(=O)c2ccc(C)cc2)CC1 (configuration not stated)
(38) CC(C)OC(=O)c1ccc(NC(=O)c2ccccc2)cc1
(39) O=C(O)COc1ccccc1/C=N/NC(=O)CN1CCN(Cc2ccc(Cl)cc2)CC1
(40) CC(C)NC(=O)c1cc2n(n1)C(C(F)(F)F)CC(c1ccco1)N2 (configuration not stated)
(41) CCOc1ccc(NC(=O)[C@@H]2CCC(=O)N2C2OC(=O)c3ccccc32)cc1 (some centres not stated)
(42) COc1ccc(CCNC(=O)C2CCN(C(=O)c3ccccc3)CC2)cc1

Assay by compound	37	38	39	40	41	42
MEKK2 mut-MEK5	-13	0	19	-2	-2	3
GPR7 antagonist	-9	-15	-8	-11	6	-12
V1R ag counter	-0.7	5.0	1.0	-0.4	0.0	-0.8
PfM18AAP inh	-8	0	2	-9	-7	-3
OXTR potentiate	-11	-11	-6	0	-2	-18
NALP1 yeast inh	-5	40	-7	-6	23	0
MEKK2wt PB1 HTS	93	98	107	98	99	109
OXTR ag	-0.7	1.4	0.8	0.7	-0.6	-0.6
GalR3 antagonist	2	-2	10	-4	0	-6

(43) O=C(COc1ccccc1-c1ccccc1)N/N=C/c1cccnc1
(44) CC1CCN(S(=O)(=O)c2ccc(C(=O)N3CCCC(C(F)(F)F)C3)cc2)CC1 (configuration not stated)
(45) CN(C)CCCNc1ncnc2oc(-c3ccccc3)c(-c3ccccc3)c12
(46) Cc1ccc(NC(=O)N2CCCC2C(=O)NCC2CCCCC2)cc1 (configuration not stated)
(47) COc1ccc(N=Nc2cnc(C)nc2-c2ccccc2)cc1
(48) COc1ccccc1C1NC=C([N+](=O)[O-])C=C1[N+](=O)[O-] (configuration not stated)

Assay by compound	43	44	45	46	47	48
MEKK2 mut-MEK5	6	.	19	-2	1	-1
GPR7 antagonist	-5	.	23	0	-6	-2
V1R ag counter	0.7	8.1	5.0	-0.7	-1.2	0.4
PfM18AAP inh	8	.	5	3	5	0
OXTR potentiate	-11	-11	-8	-24	-8	-8
NALP1 yeast inh	6	.	16	4	32	28
MEKK2wt PB1 HTS	107	.	134*	100	97	96
OXTR ag	-1.2	1.6	4.3	-0.5	-2.5	-1.1
GalR3 antagonist	-6	-2	-14	-2	-2	-2

(49) CCc1nnc(NC(=O)CS(=O)(=O)c2ccccc2)s1
(50) Cc1ccnc(NC(=O)c2cc3ccccc3oc2=O)c1
(51) CC1CCN(c2nc3c(N)ncnc3n2[C@@H]2O[C@H](CO)[C@@H](O)[C@H]2O)CC1
(52) CCOC(=O)c1cnc(-n2nc(C)cc2C)nc1Nc1ccc(N(C)C)cc1
(53) COc1ccc(Nc2nc(-c3cccc([N+](=O)[O-])c3)nc3ccccc23)c(OC)c1
(54) CN(C)/C=C(\C(=O)c1cccc(Cl)c1)c1nnnn1-c1ccccc1

Assay by compound	49	50	51	52	53	54
MEKK2 mut-MEK5	4	-6	6	2	11	4
GPR7 antagonist	-11	7	-8	-8	1	-7
V1R ag counter	0.8	1.1	0.2	0.7	-0.1	1.6
PfM18AAP inh	-2	-6	2	-4	-5	-16
OXTR potentiate	-13	-4	-2	-1	-7	-11
NALP1 yeast inh	12	-19	6	-39	2	.
MEKK2wt PB1 HTS	99	90	103	99	105	100
OXTR ag	-0.5	1.1	-0.6	-1.6	-0.1	0.8
GalR3 antagonist	-8	6	-7	-5	2	-5
